# Dengue-2 NS5 capping: Dengue-2 NS5 methyltransferase inhibitors, primary screen, biochemical, confirmation dose response (AID 588689); Genome polyprotein (Dengue virus type 2 (strain 16681-PDK53)); Dengue-2 NS5 methyltransferase capping enzyme assay, biochemical; higher % means a stronger effect; one-dose inhibition, % at 25 µM; IC50 in µM for titrated hits; 0.3% of 340,000 active; in the data active means a potency from the dose series; inconclusive means inhibition above about 29% without an active follow-up result
# KOR beta-arrestin-1: KOR antagonists, beta-arrestin recruitment, cell-based, luminescence, uHTS (AID 1778); Kappa-type opioid receptor (Homo sapiens); KOR beta-arrestin recruitment, luminescence, antagonist mode; higher % means a stronger effect; inhibition, % at 10 µM, or IC50 in µM where a hit was titrated; 0.091% of 290,000 active; further: strong numbers were not always called active
# Yfh1-depleted yeast: enhancers of respiration in Yfh1-depleted yeast, dose response, Friedreich's ataxia, plus single-dose screen (AID 1465) | one-dose fold induction at 50 µM; EC50 in µM for titrated hits | 0.074% of 220,000 active | S. cerevisiae Yfh1-off respiration, WST-1 reduction, 72 h; higher fold induction means a stronger effect;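 active means fold induction of absorbance versus untreated yeast above a set limit, then at least 30% activation at any dose in follow-up; inconclusive means repeats straddling the limit, or above it without dose testing; inactive means fold induction below the set limit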;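 further: activators that raise dye reduction in frataxin-depleted yeast; strong numbers were not always called active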
# West Nile antiviral: West Nile virus antiviral activity, cell-based, CPE readout (AID 1621) | one-dose CPE inhibition, % at 10 µM; IC50 in µM for titrated hits | 0.02% of 290,000 active | West Nile virus-infected cells, CPE inhibition; higher % means a stronger effect; in the data active means a potency from the dose series; inconclusive means CPE inhibition mostly from about 3.7% at the one dose, without a potency; inactive means the rest, 99 in 100 with CPE inhibition below about 2.2%; further: strong numbers were not always called active
# HEK293 NOD2/NF-kB: NOD2 signaling inhibitors, cell-based, luminescence, uHTS, HEK293 (AID 1566). HEK293 NOD2/NF-kB luciferase reporter, luminescence; higher % means a stronger effect. one-dose inhibition, % at 4 µM; EC50 in µM for titrated hits. 0.63% of 290,000 active; further: many of its hits are not listed in these tables
# KOR beta-arrestin-2: KOR agonists, beta-arrestin recruitment, primary screen, cell-based, luminescence, uHTS (AID 1777); activation, % at 10 µM; hits with a dose series show EC50 in µM; Kappa-type opioid receptor (Homo sapiens); 0.02% of 280,000 active; KOR beta-arrestin recruitment, luminescence; higher % means a stronger effect; in the data active means activation above about 50%, passing the limit was not always enough; further: a part of the inactive calls stands beside numbers as strong as those of hits
# NOD1 NF-kB reporter: NOD1 signaling inhibitors, primary screen, cell-based, luminescence, uHTS (AID 1578); 1% of 290,000 active; inhibition, % at 4 µM; hits with a dose series show EC50 in µM; NOD1-driven NF-kB luciferase reporter cells, luminescence; higher % means a stronger effect; in the data active means inhibition mostly above about 36%, no sharp cut-off; inactive means mostly below about 34%;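 further: HEK-293T reporter cells stimulated with the NOD1 agonist gamma-tri-DAP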
# AID2073: inhibitors of Mint1-CaV2.2 protein interaction, biochemical, HTRF (AID 2073); Voltage-dependent N-type calcium channel subunit alpha-1B (Homo sapiens); HTRF protein-protein interaction, Mint1-CaV2.2; higher % means a stronger effect; one-dose inhibition, % at 20 µM; IC50 in µM for titrated hits; 0.19% of 290,000 active; in the data active means inhibition mostly above about 51%, no sharp cut-off; inconclusive means no clear call, values can overlap the other calls; inactive means mostly below about 53%; further: some results filed as inactive read as strong as hits
# HIV peptide binding: inhibitors of HIV fusion peptide binding, primary screen, biochemical, uHTS, fluorescence dequenching (AID 1986); cell-free peptide binding, fluorescence dequenching, 30 min; higher % means a stronger effect; inhibition, % at 20 µM; hits with a dose series show IC50 in µM; 0.3% of 290,000 active; in the data active means inhibition mostly above about 52%, no sharp cut-off; inactive means mostly below about 76%; further: some results filed as inactive read as strong as hits
# Dengue-2 NS5 capping pilot replicate: second read-out of Dengue-2 NS5 capping, no call of its own (marks repeat the call); inhibition, %; measured here: pilot screen replicate inhibition
# * = called active by the depositor; i = inactive; ? = inconclusive; / = no result given; [ ] = dose if it differs, or a comment. Unless noted, no stated cut-off is given here; in the data, active means inhibition above about 50%; inactive means the rest.
SMILES,Dengue-2 NS5 capping,KOR beta-arrestin-1,Yfh1-depleted yeast,West Nile antiviral,HEK293 NOD2/NF-kB,KOR beta-arrestin-2,NOD1 NF-kB reporter,AID2073,HIV peptide binding,others
Cc1cc(S(=O)(=O)N2CCCC(N(C)CCc3ccccn3)C2)c(C)cc1Cl (configuration not stated),-6%,-22%,/,-1.7%,21%,6.6%,-18%,-4%,-0.6%,
Cc1ccc(-n2c(SC3CCOC3=O)nc3ccccc3c2=O)cc1 (configuration not stated),/,12%,i,1.0%,8%,-4.2%,-18%,5%,-1.2%,
O=C(NCCc1nc2ccccc2[nH]1)c1ccc(Br)o1,-7%,-29%,/,-0.1%,-1%,4.0%,-12%,-12%,1.3%,
Cc1ccc2c(Cl)cc(Cl)c(OCC(=O)Nc3cccc(S(N)(=O)=O)c3)c2n1,-2%,/,i,-0.6%,21%,-0.6%,7%,6%,2.9%,
CCOC(=O)c1cnn(-c2nc(-c3ccc(C)cc3)cs2)c1C(F)(F)F,-6%,-13%,i,-0.6%,8%,-1.4%,-4%,9%,0.4%,
CC1CCCCN1C(=O)C1CC(c2ccc(F)cc2)=NO1 (configuration not stated),-6%,-1%,i,-0.1%,-33%,-2.9%,-28%,-1%,-0.2%,
CC1=NOC(=O)/C1=C\c1ccc(-c2ccc(Cl)c(C(=O)O)c2)o1,15µM*,-35%,i,-0.8%,10%,-0.6%,-30%,1%,28%,
O=C(/C=C/c1ccnc2ccccc12)c1cccs1,-60%,-1%[20 µM],i,-1.0%,-131%,1.8%,-10%,4%,-0.5%,
C/C(=N/NC(=O)C(=O)N/N=C(/C)c1ccccc1)c1ccccc1,/,6%,i,0.1%,-14%,1.1%,-15%,5%,-1.2%,
Clc1cccc(NCc2cn3cccnc3n2)c1,-2%,13%,i,0.5%,8%,-3.0%,-31%,-7%,-2.3%,
COc1ccccc1CNC(=O)COC(=O)CNS(=O)(=O)c1ccc(C)cc1,2%,-5%,/,-0.1%,9%,7.3%,-3%,8%,-2.2%,
CN(C)C(=O)N1CCN(C(=O)c2ccco2)CC1,1%,3%,i,0.3%,-4%,-4.9%,-20%,-3%,0.1%,
O=c1nc2sc3ccccc3n2c(=O)n1-c1cccc(Cl)c1,-5%,-2%,i,-0.4%,-158%,5.2%,56%,0%,-0.8%,
COCCN1C(=O)c2oc3ccccc3c(=O)c2C1c1ccc(C(=O)OC)cc1 (configuration not stated),-3%,-5%,i,-0.4%,-1%,2.7%,-17%,12%,-1.5%,
COc1ccc(C)cc1NC(=O)C1CCN(C(=O)Cc2ccccc2)CC1,2%,-15%,i,-1.3%,2%,-2.3%,-48%,8%,-1.3%,
CCS(=O)(=O)N1CCN(C(=O)c2cccnc2)CC1,-4%,23%,i,0.0%,-5%,-1.9%,-9%,-6%,0.6%,
Cc1sc(NC(=O)/C=C/c2ccco2)c(C(=O)OC(C)C)c1C,-1%,-3%,i,0.8%,15%,2.4%,9%,?,16%,
COC(=O)Cc1c(OC)ccn(CCc2c[nH]c3ccccc23)c1=O,-7%,-7%,i,0.1%,-20%,0.4%,-44%,12%,2.9%,
CCOc1ccc2nc(/N=C/c3nc(-c4ccccc4)oc3O)sc2c1,3%,19%,i,-0.5%,-18%,4.3%,-29%,?,22%,
COc1cc2c(cc1OC)C(=S)NC(C)(C)C2,1%,-33%,i,0.4%,12%,-2.1%,-5%,-3%,-0.1%,
CCOC(=O)N1CCN(S(=O)(=O)c2ccc(C(=O)Nc3sc4c(c3C(=O)OC)CCN(C)C4)cc2)CC1,-5%,-11%,/,-1.6%,33%,-2.2%,-12%,9%,8.3%,
CC(=O)N1C(=O)C2(C(C#N)=C(N)Oc3c2c(C)nn3-c2ccccc2)c2ccccc21 (configuration not stated),12%,28%,i,0.4%,6%,7.8%,-5%,6%,45%,
Cn1ncc(C#N)c1NC(=O)C1CC(c2ccc(Cl)cc2)=NO1 (configuration not stated),-4%,-29%,i,1.6%,-4%,4.4%,2%,5%,1.2%,
Cc1cnc(NC(=O)C2CC=CCC2)s1 (configuration not stated),-4%,-26%,/,-0.2%,-19%,-0.1%,-40%,-6%,0.8%,
c1ccc2ncc(-n3cnnn3)cc2c1,-2%,1%,i,-0.1%,8%,-0.6%,-17%,9%,1.6%,
CN(C)S(=O)(=O)c1cccc(NC(=O)c2ccncc2)c1,8%,-8%,i,-1.1%,12%,2.8%,-4%,9%,2.2%,
CCOc1ccc2ncc(S(=O)(=O)c3ccccc3)c(N3CCN(c4ccc(OC)cc4)CC3)c2c1,-7%,-17%,i,-0.4%,10%,-0.1%,-1%,14%,0.7%,
O=C(c1sccc1-c1ccccc1)N1CCN(S(=O)(=O)c2ccccc2)CC1,-1%,23%,/,0.0%,-6%,-3.6%,-32%,-3%,-0.6%,
CC(=O)c1ccc(NC(=O)C(C)Sc2ccccn2)cc1 (configuration not stated),-7%,-16%[20 µM],i,0.3%,-10%,-4.9%,-23%,-4%,-0.9%,
CC12CCC(C(=O)N(NC(=O)c3ccccc3Cl)C1=O)C2(C)C (configuration not stated),-5%,5%,i,-0.3%,2%,-3.5%,-25%,8%,1.9%,

# Seven structures out of the list, sorted by molecular weight, falling.
SMILES,Dengue-2 NS5 capping,KOR beta-arrestin-1,Yfh1-depleted yeast,West Nile antiviral,HEK293 NOD2/NF-kB,KOR beta-arrestin-2,NOD1 NF-kB reporter,AID2073,HIV peptide binding,others
CCOC(=O)N1CCN(S(=O)(=O)c2ccc(C(=O)Nc3sc4c(c3C(=O)OC)CCN(C)C4)cc2)CC1,-5%,-11%,/,-1.6%,33%,-2.2%,-12%,9%,8.3%,
O=C(c1sccc1-c1ccccc1)N1CCN(S(=O)(=O)c2ccccc2)CC1,-1%,23%,/,0.0%,-6%,-3.6%,-32%,-3%,-0.6%,
COC(=O)Cc1c(OC)ccn(CCc2c[nH]c3ccccc23)c1=O,-7%,-7%,i,0.1%,-20%,0.4%,-44%,12%,2.9%,
Cn1ncc(C#N)c1NC(=O)C1CC(c2ccc(Cl)cc2)=NO1 (configuration not stated),-4%,-29%,i,1.6%,-4%,4.4%,2%,5%,1.2%,
CCS(=O)(=O)N1CCN(C(=O)c2cccnc2)CC1,-4%,23%,i,0.0%,-5%,-1.9%,-9%,-6%,0.6%,
Cc1cnc(NC(=O)C2CC=CCC2)s1 (configuration not stated),-4%,-26%,/,-0.2%,-19%,-0.1%,-40%,-6%,0.8%,
c1ccc2ncc(-n3cnnn3)cc2c1,-2%,1%,i,-0.1%,8%,-0.6%,-17%,9%,1.6%,

# (cont.)
SMILES,Dengue-2 NS5 capping,KOR beta-arrestin-1,Yfh1-depleted yeast,West Nile antiviral,HEK293 NOD2/NF-kB,KOR beta-arrestin-2,NOD1 NF-kB reporter,AID2073,HIV peptide binding,others
O=C(CSc1nnc(-c2cccnc2)n1Cc1ccco1)Nc1cccc(O)c1,-1%,-24%,/,0.1%,4%,-5.0%,-18%,30%,1.1%,
COc1cc(CC2COC(=O)C2(O)Cc2ccc(O)c(OC)c2)ccc1O (configuration not stated),-5%,-16%,i,-0.4%,25%,0.7%,4%,5%,-2.4%,
O=C(Cc1ccccc1)NC1CCN(Cc2ccccc2)CC1,-1%,-26%,i,0.0%,-4%,-0.7%,-36%,1%,-1.3%,
CCCOc1ccc(C2=CSC3=NCCN23)cc1Cl,-3%,-16%,/,-1.6%,-12%,3.2%,-8%,7%,-0.6%,
O=C(N/N=C/c1cccnc1)c1cc2ccccc2o1,-14%,-5%,i,2.7%,9%,0.0%,-9%,4%,1.3%,
O=C(NCc1ccco1)c1sc2cccc(F)c2c1Cl,4%,-33%,i,0.6%,-67%,15%,-34%,-3%,2.1%,
Cc1ccn2c(=O)c(C(=O)O)cnc2c1,-3%,5%,i,0.0%,8%,/,-6%,16%,-2.3%,
COc1ccc(S(=O)(=O)N2CCC(C(=O)N[C@@H](C)C(=O)NCc3ccccc3OC)CC2)cc1,-2%,23%,/,-0.5%,-10%,-4.1%,-3%,10%,-1.8%,
Cn1nc(C(F)(F)F)c2cc(C(=O)N3CCOCC3)sc21,-3%,4%[20 µM],i,-0.2%,-12%,-3.1%,9%,-8%,-1.7%,
COCC(=O)Nc1nc(-c2ccccc2)c(C)s1,-1%,20%,i,-0.2%,1%,1.3%,-14%,-3%,0.7%,
CCn1c(=O)c(C(=O)NNC(=O)c2cccc(Cl)c2)c(O)c2ccccc21,2%,-16%,/,-1.2%,37%,-3.9%,9%,20%,12%,
O=C(Nc1cc(Cl)cc(Cl)c1)C(c1ccccc1)N1CCCCC1 (configuration not stated),1%,-6%,i,-1.0%,-20%,1.6%,-3%,-3%,2.4%,
N#Cc1cc2c(nc1SCc1ccncc1)CCC2,-3%,-20%,i,-0.5%,-1%,14%,-12%,-22%,0.4%,
CCc1ccc(NC(=O)COC(=O)CN2C(=O)COc3ccccc32)cc1,-3%,-32%,i,0.6%,-9%,1.6%,3%,10%,0.0%,
Cc1ccc(C(=O)N2CCC(C(=O)Nc3cccc([N+](=O)[O-])c3)CC2)cc1,-3%,18%,/,-0.9%,3%,-0.5%,-36%,-3%,0.2%,
CCN(CC)CCNC(=O)C1(O)c2cc(Br)ccc2NC(=O)N1c1cccc(OC)c1 (configuration not stated),-5%,-7%,/,1.1%,14%,2.5%,-5%,12%,2.7%,
COc1ccc(OC)c(NC(=O)c2cc3ccccc3cc2OC)c1,-3%,-24%[20 µM],/,-0.9%,18%,-2.4%,-23%,0%,-1.9%,Dengue-2 NS5 capping pilot replicate=3.0
COc1ccccc1CNC(=O)CCCNS(=O)(=O)c1cccc2nsnc12,-1%,14%,i,-0.4%,15%,-2.9%,23%,26%,-0.2%,
Cc1nc(NC(=O)CN2CCN(c3cccc(Cl)c3)CC2)sc1C(=O)N(C)C,-14%,-6%,/,-0.5%,-3%,-5.0%,-32%,4%,1.9%,
CCOc1ccccc1NC(=O)c1ccccc1-c1ccccc1,/,5%,/,0.0%,-19%,8.3%,5%,1%,1.2%,
COc1ccc(C)cc1-n1nc2ccccc2n1,0%,3%[20 µM],i,-0.1%,-24%,-2.9%,-40%,16%,2.6%,
Cc1ccccc1-c1nc(S(=O)(=O)c2ccc(Br)cc2)c(NCc2cccnc2)o1,-7%,-43%,i,1.0%,-13%,3.4%,-23%,9%,-0.4%,
COc1cccc(/C=C/C(=O)N2CCN(c3n[nH]c(=O)[nH]c3=O)CC2)c1OC,-4%,5%,i,0.1%,-7%,-3.1%,-24%,-2%,1.5%,
O=C(OCc1nc2ccccc2s1)c1ccccc1O,-9%,11%,i,0.0%,-17%,-5.0%,-34%,-1%,1.2%,

# Some of the compounds tested, so the mix of outcomes need not match the whole.
